# RECQ1 helicase – blocks DNA unwinding by human RECQ1. Potency, µM (series often up to 57.3 µM), without a hit: top-dose activity, negative = inhibition, most hits filed as inhibitors. hit rate 0.54% among 240,000. P46063. RECQ1 DNA unwinding, red fluorescence kinetic read. AID 2549;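 further: plate controls were vehicle for no effect and no enzyme for full effect; nearly all actives have a fitted effect of over 30% in size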
# Target sequence (P46063 whole entry, looked up): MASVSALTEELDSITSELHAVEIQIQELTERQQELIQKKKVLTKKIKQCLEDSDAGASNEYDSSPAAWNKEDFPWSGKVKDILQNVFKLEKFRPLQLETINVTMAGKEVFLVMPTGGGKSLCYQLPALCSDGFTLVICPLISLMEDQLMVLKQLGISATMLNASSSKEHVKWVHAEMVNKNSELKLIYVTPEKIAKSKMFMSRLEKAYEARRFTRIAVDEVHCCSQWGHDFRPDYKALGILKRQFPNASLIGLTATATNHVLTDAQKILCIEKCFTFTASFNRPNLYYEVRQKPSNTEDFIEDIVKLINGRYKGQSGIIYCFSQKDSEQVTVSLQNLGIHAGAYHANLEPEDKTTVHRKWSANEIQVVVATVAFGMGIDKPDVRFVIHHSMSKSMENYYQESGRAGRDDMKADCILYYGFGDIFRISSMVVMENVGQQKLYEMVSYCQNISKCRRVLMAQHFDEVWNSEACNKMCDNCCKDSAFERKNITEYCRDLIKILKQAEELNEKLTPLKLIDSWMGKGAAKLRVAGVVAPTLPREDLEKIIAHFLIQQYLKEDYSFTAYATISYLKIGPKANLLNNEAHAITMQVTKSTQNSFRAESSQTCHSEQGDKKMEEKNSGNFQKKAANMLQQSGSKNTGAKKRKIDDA
#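 50 nM RECQ1T1 preincubated 15 min with compound in Tris pH 8.0 buffer with MgCl2, DTT, Tween-20 and 2.5 ug/ml poly(dI-dC); started with 200 nM TAMRA/BHQ-2 forked duplex and 2 mM ATP. Unwinding read as fluorescence (525/598 nm), two reads 2 h apart.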
# TR SRC2 fluor cs – alters Texas Red total fluorescence, flagging assay interference; Potency, µM (titrated, usually from 106 µM), for inactives: top-dose fluorescence change, negative = quenching; TRb/SRC2 Texas Red total fluorescence interference; hit rate 0.29% among 280,000; AID 1479; active means well fitted curve in either direction with a large enough effect; inconclusive means small, poorly fitted or top-dose-only effect
#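 Flags fluorescent or light-absorbing compounds by total fluorescence, S + 2P, at 555 nm excitation and 632 nm emission. Mixture: 20 nM Texas Red SRC2 peptide, 0.6 uM human TRb LBD, 1 uM T3, 5% DMSO; compound exposure 5 h at ambient temperature.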
# aGlu spleen mod – lysosomal alpha-glucosidase (human) modulation; Potency, µM (titrated, usually from 79.9 µM), inactives show at the top dose activity change, negative = inhibition, most hits filed as inhibitors; human spleen homogenate, 4-MU-alpha-glucoside fluorescence; hit rate 0.006% among 240,000; P10253; AID 2112;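 further: 0% = enzyme with vehicle and -100% = no enzyme basal signal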
#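 AC50 values come from Hill-equation fits of concentration-response data, normalized to no-enzyme and full-activity controls. Enzyme source: 1 ug human spleen homogenate; 1 mM fluorogenic 4-MU glucoside, pH 5.0 citrate buffer, 37 C, 40 min.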
# TRb-SRC2 inh – TRbeta-SRC2 interaction inhibition; hit rate 0.065% among 280,000; AID 1469; P10828; TRbeta-SRC2 peptide binding, fluorescence polarization; receptor liganded with 1 µM T3; Potency, µM (highest dose often 106 µM), without a hit: at the top dose activity change, negative = inhibition, actives largely listed as inhibitors;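 further: plate controls were bound peptide for no effect and peptide without receptor for full effect; nearly all actives have a fitted effect of over 50% in size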
#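 Polarization signal, normalized between peptide-alone and full complex controls, measured compound effects on T3-liganded human TRb LBD (0.6 uM) binding 20 nM Texas Red SRC2 peptide after 5 hr.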
# GAA inh – blocks human lysosomal alpha-glucosidase. hit rate 0.005% among 200,000. purified human GAA, 4-MU-alpha-glucoside fluorescence. Potency, µM (top dose mostly 76.9 µM), for inactives: top-dose activity change, negative = inhibition, usual class: inhibitors. P10253;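 further: plate controls were uninhibited enzyme wells for no effect and no-enzyme background for full effect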
#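 Human alpha-glucosidase, 4 nM, pre-mixed with test compounds before 400 uM 4-methylumbelliferyl substrate; 20 min room temperature at pH 5.0. Fluorescence read after pH 10 stop; AC50 values from Hill-equation fits.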
# GAA glycogen – GAA glycogen-cleavage inhibition or activation | hit rate 0.38% among 300,000 | Potency, µM (highest dose often 76.4 µM), for the others: at the highest dose activity change, negative = inhibition, usual class: inhibitors | AID 2100 | recombinant GAA, glycogen substrate, Amplex Red glucose oxidase fluorescence | P10253;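 further: 0% = full enzyme reaction and -100% = no-enzyme basal signal; the screen sought inhibitors and activators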
#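 Natural-substrate format: glycogen cleavage by 4 nM human enzyme, glucose read by Amplex Red coupling (Ex 573, Em 610 nm). Normalized to enzyme and no-enzyme controls.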
# GoLoco inh red – blocks human Gai1 binding to RGS12 GoLoco peptide, red readout; P63096; Gai1:RGS12 GoLoco peptide FP, rhodamine, 10 min; Potency, µM (series often up to 61.6 µM), for the others: at the top dose activity, negative = inhibition, actives largely listed as inhibitors; hit rate 0.44% among 230,000; active means well fitted inhibition curve with a large enough effect, not every such curve was filed as active; inactive means no such curve, though single readings can be large or run the other way; further: nearly all actives have a fitted effect of over 30% in size; many of its hits are not listed in these tables
# Target sequence (P63096 whole entry, looked up): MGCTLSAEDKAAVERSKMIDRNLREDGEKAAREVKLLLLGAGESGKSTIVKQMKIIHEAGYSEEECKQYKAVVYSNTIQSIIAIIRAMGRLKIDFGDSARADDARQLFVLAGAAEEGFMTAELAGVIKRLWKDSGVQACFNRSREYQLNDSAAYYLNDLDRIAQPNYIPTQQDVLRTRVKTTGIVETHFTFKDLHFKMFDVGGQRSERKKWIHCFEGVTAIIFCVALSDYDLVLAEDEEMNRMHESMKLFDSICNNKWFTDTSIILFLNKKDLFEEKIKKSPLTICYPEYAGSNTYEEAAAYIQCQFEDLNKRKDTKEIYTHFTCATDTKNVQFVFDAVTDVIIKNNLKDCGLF
# L3MBTL1 inh – blocks human L3MBTL1; Q9Y468; AlphaScreen L3MBTL1–H3K9me1 peptide binding; Potency, µM (series often up to 57.1 µM), for inactives: at the top dose activity, negative = inhibition, most hits filed as inhibitors; hit rate 0.66% among 230,000; AID 485360; further: nearly all actives have a fitted effect of over 60% in size
#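 AlphaScreen proximity signal between nickel-chelate acceptor and streptavidin donor beads (final 10 ug/mL) reports binding of 50 nM L3MBTL1 to 75 nM biotin-H3 K9me1 peptide; complex incubated with compounds 30 min at room temperature; cefsulodin titration as control.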
# * = called active by the depositor; i = inactive; ? = inconclusive; . = no result given; & = joins results of further samples; [ ] = another dose, or the depositor's remark. Unless noted, the call rests on the fitted dose curve; in most records, active means well fitted curve in the direction sought with a large enough effect; inconclusive means small, poorly fitted or top-dose-only effect, or another doubt; inactive means no such curve, though single readings can be large; an effect the other way counts as inactive or inconclusive. Unless noted, on the % scale 0 is the no-effect control and ±100 the full control effect; potency means the concentration at half of the fitted maximal effect.
molecule,GoLoco inh red,GAA inh,TRb-SRC2 inh,RECQ1 helicase,TR SRC2 fluor cs,GAA glycogen,aGlu spleen mod,L3MBTL1 inh
Cc1cc(C)cc(NC(=O)C2CC(=O)n3ncnc3N2)c1 (stereo not drawn),3%,-3%,1%,i,-2%,-2%,-3%,15%
CCOc1ccc(OCc2cccc(C(=O)N3CCCCCC3)c2)cc1,12%,-1%,-2%,i,-1%,0%,3%,-5%
CCCc1[nH]nc2c1C(c1ccc(OC)cc1OC)C(C#N)=C(N)O2 (stereo not drawn),-9%,-3%,-11%,-1%,-1%,?,-10%,-9%
CCOC(=O)C1CCCN(C(=S)NC2CCCCC2)C1 (stereo not drawn),-2%,-3%,9%,-18%,-2%,-2%,1%,-3%
Cc1ccc(CNCC(=O)Nc2cccc(S(=O)(=O)NC3=NCCCCC3)c2)cc1,3%,1%,3%,-8%,-4%,4%,3%,5%
O=C(COC(=O)CNC(=O)c1ccccc1)Nc1ccc2c(c1)OCO2,22%,-13%,-9%,-2%,-2%,17%,.,?
Cc1ccc(/C=c2/sc3n(c2=O)CCCN=3)o1,-11%,-12%,-4%,-23%,-4%,5%,-18%,-6%
CC(C)CC1=NN(C(=O)c2cccnc2)C(O)(C(F)(F)F)C1 (stereo not drawn),0%,0%,-5%,0%,1%,0%,2%,4%
CC(=O)Oc1cc2c(c(C)c1OC(C)=O)CC=C1[C@]3(C)CC[C@]4(C)CC[C@@](C)(C(=O)O)CC4[C@]3(C)CC[C@]12C (stereo partly drawn),-3%,.,-1%,-5%,-4%,.,1%,.
O=S(=O)(c1ccc(S(=O)(=O)n2cnc3ccccc32)cc1)N1CCCCCC1,6%,?,0%,-4%,0%,4%,-1%,2%
CCC(C)NC(=O)COC(=O)c1cccnc1Nc1ccccc1F (stereo not drawn),9%,5%,0%,-1%,1%,-3%,1%,5%
Cn1c2c(c(=O)n(C)c1=O)C(NC(=O)C(C)(C)C)(C(F)(F)F)C(=O)N2 (stereo not drawn),8%,-11%,-14%,i,3%,1%,-1%,.
CCN1C(=O)/C(=C\N2CCCCCC2)SC1=S,.,2%,6%,i,1%,-13%,0%,-7%
CCOc1ccc(/C=N/NC(=O)CNC(=O)c2ccc(S(=O)(=O)N3CCOCC3)cc2)cc1,8%,-2%,2%,i,1%,18%,-4%,2%
CCOC(=O)C1CCN(CC(=O)Nc2c(C(=O)OC)[nH]c3ccccc23)CC1,-10%,-10%[15.4 µM],-2%,-11%,-4%,-7%,6%,-1%

# Reprinted from the part before: 2 entries, then new ones.
molecule,GoLoco inh red,GAA inh,TRb-SRC2 inh,RECQ1 helicase,TR SRC2 fluor cs,GAA glycogen,aGlu spleen mod,L3MBTL1 inh
CCOc1ccc(/C=N/NC(=O)CNC(=O)c2ccc(S(=O)(=O)N3CCOCC3)cc2)cc1,8%,-2%,2%,i,1%,18%,-4%,2%
CCOC(=O)C1CCN(CC(=O)Nc2c(C(=O)OC)[nH]c3ccccc23)CC1,-10%,-10%[15.4 µM],-2%,-11%,-4%,-7%,6%,-1%
COc1ccc(/C(C)=N/NS(=O)(=O)c2cc(C)ccc2C)c(OC)c1,9%,-9%,-3%,-3%,-2%,1%,.,11%
COCCNCc1nc2sc(C)c(-c3ccccc3)c2c(=O)[nH]1,10%,.,-4%,-3%,-3%,0%,-6%,-2%
Oc1csc(Cc2nc(-c3ccc4ccccc4c3)cs2)n1,13%,-13%,1%,-1%,-4%,-3%,5%,-3%
C=CCNC(=S)/N=c1\sccn1C,-1%,-6%,-24%,i,-2%,5%,-4%,8%
Cc1c(NC(=O)CSc2cccc3cccnc23)c(=O)n(-c2ccccc2)n1C,0%,-2%,-7%,i,-3%,5%,-5%,.
O=C(/C=C/c1ccccc1)Nc1cc(S(=O)(=O)N2CCOCC2)ccc1N1CCCC1,6%,4%,-1%,0%,-1%,-15%,2%,-5%
CCCN1CCOC(CC(=O)Nc2ccc([N+](=O)[O-])cc2)C1=O (stereo not drawn),-9%,-1%,-7%,-14%,-1%,7%,-2%,.
CN1CCCCC1CCN1c2ccccc2Sc2ccc(S(C)=O)cc21 (stereo not drawn),-18%&14%,2%[15.4 µM],3%&-4%,-8%,-1%&-1%,-11%,-3%&4%,-11%
CC1(C)CC(=O)C2=C(C1)Nc1ccccc1NC2,7%,-5%,4%,-7%,2%,-4%,3%,12%
CCCS(=O)(=O)n1nc(-c2ccc(OC)cc2)cc1N,-3%,0%,-14%,-12%,-5%,11%,3%,.
O=C(Nc1ccc(O)c2c(=O)cc(-c3ccccc3Cl)oc12)c1cccc(Cl)c1,5%,-2%,5%&-6%,0%,-2%&1%,4%,5%&4%,-2%
O=C(Cc1cccc2ccccc12)N/N=C/c1ccc(O)c([N+](=O)[O-])c1,3%,?,-7%,-3%,-9%,-9%,-5%,-16%
CN(C)c1ccc(NC2=C([N+](=O)[O-])CS(=O)(=O)C2)cc1,-14%,-7%,-7%,20µM*,-7%,?,-2%,.
CCOCC(=O)N1CCN(c2ccccc2OC)CC1,12%,14%,-4%,i,1%,21%,-2%,-2%
COc1ccc(N(CC(=O)O)S(=O)(=O)c2ccc(OC)c(OC)c2)cc1,-1%,2%,6%,-1%,1%,-3%,-1%,.

# More structures.
molecule,GoLoco inh red,GAA inh,TRb-SRC2 inh,RECQ1 helicase,TR SRC2 fluor cs,GAA glycogen,aGlu spleen mod,L3MBTL1 inh
O=c1[nH]cnc2ccccc12,4%&12%&3%,1%[15.4 µM],4%&-5%&4%,-7%&-10%,-23%&-4%&-5%,6%,-3%&1%&7%,4%
CCN(CC)S(=O)(=O)c1ccc(NC(=O)c2ccc(NS(C)(=O)=O)cc2)cc1,4%,-2%,-5%,-1%,-3%,2%,-9%,.
CCC(=O)NC(=S)Nc1ccccc1C(=O)NC1CCCCC1,6%,3%,-3%,3%,1%,-4%,-6%,-9%
CNC(=O)c1ccc2c(c1)nnn2C,1%,0%,-1%,-13%,3%,-1%,-3%,7%
Cc1ccc(C(=O)/C=C2/NC(=O)CS2)cc1,7%,-6%,-3%,-2%,-4%,2%,-12%,2%
COC(=O)c1ccc(COc2ccccc2/C=N/O)o1,-2%,.,4%,-10%,-1%,1%,4%,9%
Nc1c2c(nc3sc4c(c13)CCCCC4)CCCCC2,13%,-3%,-1%,-5%,-3%,3%,0%,13%
C/C=C/C=N/Nc1nc(-c2ccc([N+](=O)[O-])cc2)cs1,-1%,?,-8%,?,-5%,?,-6%,-10%
COc1ccc(/C=N/NC(=O)c2c([N+](=O)[O-])c(C)nn2C)cc1,6%,0%,5%,-7%,1%,0%,7%,6%
COc1cccc(Nc2nc3ccc(OC)cc3s2)c1,-2%,?,-4%,i,0%,1%,-2%,.
COc1ccc2c(CC(=O)Nc3nnc(C4CC4)s3)coc2c1,12%,-6%,-6%,-3%,1%,8%,1%,2%
O=C(N/N=C/c1ccco1)c1ccccn1,12%,-1%,1%,-13%,-2%,-22%,4%,6%
Cc1cc(NC(=O)c2cc(C(C)(C)C)oc2C)no1,12%,5%,-8%,-2%,-4%,3%,10%,-7%
NC(=O)c1sc(=S)n(-c2ccc(Br)cc2)c1N,2%,?,1%,-12%,-3%,10%,-5%,-8%
O=C(CN(Cc1ccc2c(c1)OCO2)C(=O)CNS(=O)(=O)c1ccccc1)NCC1CCCO1 (stereo not drawn),-3%,3%,2%,i,-1%,2%,6%,5%

# Continued.
molecule,GoLoco inh red,GAA inh,TRb-SRC2 inh,RECQ1 helicase,TR SRC2 fluor cs,GAA glycogen,aGlu spleen mod,L3MBTL1 inh
COc1cccc(-c2nnn(CC(C)=O)n2)c1,7%,-3%,-10%,-1%,1%,6%,-10%,1%
O=C(Oc1cccnc1)c1ccc(Cl)cc1,.,6%,-7%,-6%,-1%,2%,2%,-6%
COc1ccccc1NC(=O)c1c(Nc2ccccc2C)sc(C(=O)Nc2cccc(Cl)c2)c1N,8%,-4%,5%,-22%,1%,-23%,0%,-8%
O=C(COC(=O)CNC(=O)c1ccccc1)Nc1cccc(Br)c1,.,1%,-2%,-5%,0%,5%,-8%,5%
CCC1(CC)NC(=O)N(CC(=O)OCC(=O)Nc2ccc(F)c(F)c2F)C1=O,5%,-5%,-7%,-6%,0%,-1%,2%,.
Nc1nc(CC(=O)CSc2ccc(Cl)cc2)nc(Nc2ccc(F)cc2)n1,4%,5%,-3%,-5%,1%,16%,-12%,-2%
C/C(N)=C(/C#N)C(=O)COC(=O)c1cc2c(s1)CCC(C)C2 (stereo not drawn),3%,-1%,-2%,i,1%,-3%,3%,3%
CC1(C)NC(=O)N(CCCCOc2ccccc2[N+](=O)[O-])C1=O,-9%,-3%,-2%,i,-2%,-4%,-4%,49%[activator]
CCCCCCC1CC(CSC(=N)N)OC1=O (stereo not drawn),-2%,-11%,-15%,-7%,-1%,-6%,-2%,.
COC(=O)/C=c1/s/c(=C(/C#N)C(=O)N2CCOCC2)n(-c2ccccc2)c1=O,58%[activator],-7%,7%,-7%,1%,2%,-3%,.
COc1ccc(C2C(C#N)=C(N)N(c3sc4c(c3C#N)CCCC4)C3=C2C(=O)CC(C)(C)C3)cc1OC (stereo not drawn),23%,?,-2%,-12%,-2%,3%,-6%,.
CC1CCc2c(C(=O)OCC(=O)Nc3cccc(S(=O)(=O)N4CCCCCC4)c3)csc2C1 (stereo not drawn),-4%,2%,1%,-7%,1%,8%,-1%,-1%
O=C(Cn1cc([N+](=O)[O-])cn1)Nc1ccc(Cn2cc(Br)cn2)cc1,12%,-3%,-2%,-6%,-6%,-2%,-6%,4%
CC(=O)N1CCN(C(=O)COc2ccc(N(C)S(=O)(=O)c3cccs3)cc2)CC1,0%,0%,4%,0%,-1%,2%,3%,.
Fc1ccc(CNc2nc3ccccc3n3cnnc23)cc1,5%,-4%,-20%,-1%,-2%,-5%,-17%,.

# High-throughput results deposited in PubChem BioAssay by National Center for Advancing Translational Sciences (NCATS).

# Not all compounds are listed; count on the stated rates, not on these rows.
